Compound activity deposited in PubChem BioAssay by National Center for Advancing Translational Sciences (NCATS).
HTT ATP protect = qHTS Multiplex Assay to Identify Dual Action Probes in a Cell Model of Huntington: Cytoprotection (ATP). PC12 HTT-Q103 induced, cytoprotection, ATP luminescence, 40 h. Potency, µM (highest dose often 56.4 µM), for inactives: cytoprotection (ATP increase), usual class: activators. hit rate 0.14% among 230,000;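 also: % of control where 0% means no effect; nearly all actives have a fitted effect of over 45% in size; toxic huntingtin expression switched on by the ecdysone agonist tebufenozide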
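Rat PC12, Q103 Htt exon1-GFP fusion, ecdysone promoter; tebufenozide inducer 100 nM final; compound titration; qHTS, 1500 cells/well; ATPlite luminescent read.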
L3MBTL1 block = qHTS Assay for the Inhibitors of L3MBTL1. AID 485360, 2010. Lethal(3)malignant brain tumor-like protein 1 (Homo sapiens), Q9Y468. Potency, µM (top dose mostly 57.1 µM), without a hit: top-dose activity, negative = inhibition, hits mostly inhibitors. AlphaScreen L3MBTL1–H3K9me1 peptide binding. hit rate 0.66% among 230,000; also: % is scaled to controls: 0 for no effect and ±100 for the full control effect; nearly all actives have a fitted effect of over 60% in size
Target sequence (Q9Y468 whole entry, looked up): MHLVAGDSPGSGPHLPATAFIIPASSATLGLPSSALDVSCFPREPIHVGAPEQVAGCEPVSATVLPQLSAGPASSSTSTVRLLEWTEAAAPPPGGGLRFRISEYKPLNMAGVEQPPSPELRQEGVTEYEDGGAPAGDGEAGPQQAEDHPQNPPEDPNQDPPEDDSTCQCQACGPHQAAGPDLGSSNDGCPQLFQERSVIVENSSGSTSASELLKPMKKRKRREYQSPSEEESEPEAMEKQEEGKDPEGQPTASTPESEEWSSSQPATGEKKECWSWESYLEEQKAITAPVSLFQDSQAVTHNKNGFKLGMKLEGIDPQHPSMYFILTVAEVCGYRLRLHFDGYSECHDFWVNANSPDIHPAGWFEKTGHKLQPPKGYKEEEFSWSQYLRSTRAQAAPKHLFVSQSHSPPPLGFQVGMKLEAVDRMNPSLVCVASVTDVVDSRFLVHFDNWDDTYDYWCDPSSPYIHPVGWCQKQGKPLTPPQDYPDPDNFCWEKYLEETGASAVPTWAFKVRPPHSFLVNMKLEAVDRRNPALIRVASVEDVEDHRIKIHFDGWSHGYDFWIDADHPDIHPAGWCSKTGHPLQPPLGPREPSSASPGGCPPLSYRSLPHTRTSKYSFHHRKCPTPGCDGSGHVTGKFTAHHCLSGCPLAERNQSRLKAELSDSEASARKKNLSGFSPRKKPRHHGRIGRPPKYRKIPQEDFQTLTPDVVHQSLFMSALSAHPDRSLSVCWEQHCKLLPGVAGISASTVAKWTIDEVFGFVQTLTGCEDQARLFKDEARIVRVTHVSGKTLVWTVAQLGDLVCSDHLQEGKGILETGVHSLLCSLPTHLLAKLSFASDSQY
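AlphaScreen assay: L3MBTL1 (50 nM final) was preincubated 30 min at room temperature with biotinylated H3(1-15)K9me1 peptide (75 nM final), then 30 min with library compounds; streptavidin donor and nickel chelate acceptor beads (10 ug/mL final) added, 30 min dark.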
TexasRed fluor = Total Fluorescence Counterscreen for Inhibitors of the Interaction of Thyroid Hormone Receptor and Steroid Receptor Coregulator 2. hit rate 0.29% among 280,000. TRb/SRC2 Texas Red total fluorescence interference. AID 1479, 2009. Potency, µM (doses to about 106 µM), for the others: top-dose fluorescence change, negative = quenching; active = well fitted curve in either direction with a large enough effect; inconclusive = small, poorly fitted or top-dose-only effect; also: % is scaled to controls: 0 for no effect and ±100 for the full control effect
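Flags fluorescent or light-absorbing compounds by total fluorescence, S + 2P, at 555 nm excitation and 632 nm emission. Mixture: 20 nM Texas Red SRC2 peptide, 0.6 uM human TRb LBD, 1 uM T3, 5% DMSO; compound exposure 5 h at ambient temperature.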
Tau ThT inhib = qHTS for Inhibitors of Tau Fibril Formation, Thioflavin T Binding; Potency, µM (highest dose often 57.4 µM), for the others: top-dose activity, negative = inhibition, hits mostly inhibitors; hit rate 2.1% among 270,000; AID 1460, 2008; recombinant tau K18 P301L, heparin-induced fibrillization, ThT fluorescence; Microtubule-associated protein tau (Homo sapiens), P10636; also: % is scaled to controls: 0 for no effect and ±100 for the full control effect; nearly all actives have a fitted effect of over 55% in size
Target sequence (P10636 561-689 P618L limits assumed): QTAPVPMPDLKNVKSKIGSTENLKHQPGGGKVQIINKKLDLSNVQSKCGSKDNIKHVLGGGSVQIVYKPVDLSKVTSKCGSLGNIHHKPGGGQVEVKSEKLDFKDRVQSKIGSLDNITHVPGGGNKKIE
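In this qHTS, human K18 P301L tau is incubated with compound and heparin for 6 hr at 37 C, and Thioflavin T fluorescence then reports fibril load.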
RECQ1 inh = qHTS Assay for Inhibitors of RecQ-Like Dna Helicase 1 (RECQ1); ATP-dependent DNA helicase Q1 (Homo sapiens), P46063; RECQ1 DNA unwinding, red fluorescence kinetic read; Potency, µM (series often up to 57.3 µM), for inactives: at the top dose activity, negative = inhibition, most hits filed as inhibitors; hit rate 0.54% among 240,000; AID 2549, 2010;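 also: plate controls were vehicle for no effect and no enzyme for full effect; nearly all actives have a fitted effect of over 30% in size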
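RECQ1T1 50 nM; forked duplex (20 bp + 30-nt ss tails) 200 nM, ATP 2 mM final; pH 8.0, 2 mM MgCl2, 2.5 ug/ml poly(dI-dC); 15 min compound preincubation; discontinuous kinetic read over 2 h at RT.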
TRb SRC2 PPI = qHTS for Inhibitors of the Interaction of Thyroid Hormone Receptor and Steroid Receptor Coregulator 2; Thyroid hormone receptor beta (Homo sapiens), P10828; TRbeta-SRC2 peptide binding, fluorescence polarization; receptor liganded with 1 µM T3; Potency, µM (top dose mostly 106 µM), for inactives: at the highest dose activity change, negative = inhibition, most hits filed as inhibitors; hit rate 0.065% among 280,000; AID 1469, 2008;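 also: plate controls were bound peptide for no effect and peptide without receptor for full effect; nearly all actives have a fitted effect of over 50% in size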
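Binding of a 20-amino-acid Texas Red SRC2 peptide (20 nM) to TRb ligand-binding domain (0.6 uM) with agonist T3 at 1 uM was followed by fluorescence polarization after a 5 hr room-temperature incubation.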
Tau fluor cs = Counterscreen qHTS for Inhibitors of Tau Fibril Formation, Fluorescence Polarization. tau K18 P301L (four-repeat tau fragment) Alexa594 fluorescence, heparin fibrillization. AID 1463, 2008. Potency, µM (series often up to 57.7 µM), inactives show top-dose activity change, negative = decrease. hit rate 0.93% among 280,000; also: % is scaled to controls: 0 for no effect and ±100 for the full control effect; nearly all actives have a fitted effect of over 55% in size
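Human K18 P301L tau (15 uM unlabeled plus 0.24 uM Alexa 594-labeled, final) in 100 mM sodium acetate pH 7 was mixed with compound and 20 uM heparin and incubated 6 hr at 37 C.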
Tau fibril FP = qHTS for Inhibitors of Tau Fibril Formation, Fluorescence Polarization; Microtubule-associated protein tau (Homo sapiens), P10636; K18 P301L tau heparin fibrillization, Alexa594 FP, 6 h; Potency, µM (top dose mostly 57.7 µM), inactives show top-dose activity, negative = inhibition, usual class: inhibitors; hit rate 0.39% among 280,000; AID 1468, 2008; also: % is scaled to controls: 0 for no effect and ±100 for the full control effect; nearly all actives have a fitted effect of over 55% in size
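Steps: dispense K18 P301L tau (15 uM plus 0.24 uM Alexa 594 tracer, final) in pH 7 sodium acetate; add compound; add heparin (20 uM final); incubate 6 hr, 37 C; add ThT (30 uM final); after 1 hr ambient, read FP.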
An asterisk follows results filed as active; i = inactive; ? = inconclusive; . = no result given; [ ] = dose if it differs, or a comment. Unless noted, calls follow the shape of the dose curve; as a rule, active = well fitted curve in the direction sought with a large enough effect; inconclusive = small, poorly fitted or top-dose-only effect, or another doubt; inactive = no such curve, though single readings can be large; an effect the other way counts as inactive or inconclusive. Potency is read from the fitted curve at half-maximal effect. Not all compounds are listed, so the mix of outcomes need not match the whole.

Preview:
Order of values – HTT ATP protect, L3MBTL1 block, TexasRed fluor, Tau ThT inhib, RECQ1 inh, TRb SRC2 PPI, Tau fluor cs, Tau fibril FP
Cc1c2cnn(-c3ccccc3)c(=O)c2c(C)n1CCCC(=O)N1CCN(c2ncccn2)CC1
    -7%, -7%, 2%, ?, i, 4%, 2%, 9%
CCOn1c(=O)c(-c2ccc(OC)c(OC)c2)[n+]([O-])c2ccccc21
    -22%, -1%, -4%, -12%, i, -7%, -5%, 5%
CCOC(=O)C1CCCN(C(=S)Nc2cc(C)cc(C)c2)C1 (configuration not stated)
    -4%, ., -2%, -14%, -5%, -14%, -6%, 1%

The listing, repeating the preview:
Order of values – HTT ATP protect, L3MBTL1 block, TexasRed fluor, Tau ThT inhib, RECQ1 inh, TRb SRC2 PPI, Tau fluor cs, Tau fibril FP
Cc1c2cnn(-c3ccccc3)c(=O)c2c(C)n1CCCC(=O)N1CCN(c2ncccn2)CC1
    -7%, -7%, 2%, ?, i, 4%, 2%, 9%
CCOn1c(=O)c(-c2ccc(OC)c(OC)c2)[n+]([O-])c2ccccc21
    -22%, -1%, -4%, -12%, i, -7%, -5%, 5%
CCOC(=O)C1CCCN(C(=S)Nc2cc(C)cc(C)c2)C1 (configuration not stated)
    -4%, ., -2%, -14%, -5%, -14%, -6%, 1%
O=C(Nc1ccc(Br)cc1)c1cc2ccccn2n1
    -17%[10 µM], ., -2%, ., 35%, 1%, 1%, 2%
CO[Si](CCCNCCC[Si](OC)(OC)OC)(OC)OC
    -4%, ., -3%, ., -14%, 6%, ., .
Cc1ccc(S(=O)(=O)c2cc3cc(C(=O)O)ccc3oc2=O)cc1
    ., ., 1%, 1%, ., 9%, -3%, -7%
Cc1ccc(CNC(=O)c2ccc(-n3cnc4cccnc43)cc2)cc1
    ., ., 0%, ?, ., 2%, 0%, 9%
COCc1c(Br)c(C)nc(OCC(=O)N/N=C/c2ccco2)c1C#N
    ?, ., 3%, -11%, i, 4%, -8%, 0%
O=C(Cn1cnc2c(nnn2Cc2ccc(F)cc2)c1=O)NCc1ccc(F)cc1
    -31%, 10%, 0%, -1%, 14%, -4%, -2%, -2%
COc1ccccc1-c1nc(S(=O)(=O)c2ccc(Cl)cc2)c(N(C)C)o1
    1%, ., 0%, ?, 6%, 6%, 8%, -13%
NC(=O)c1ccsc1NC(=O)COC(=O)C1CC2CCCC(C1)C2=O (configuration not stated)
    9%[10 µM], 4%, -4%, -9%, -12%, 1%, -18%, -3%
CC(=O)c1cccc(N2C(=O)CN(S(C)(=O)=O)CC2(C)C(=O)NC2CCCC2)c1 (configuration not stated)
    ., ., 8%, -2%, ., 4%, -2%, ?
O=C(CCCN1C(=O)/C(=C/c2cccs2)SC1=S)NNC(=O)c1ccc(F)cc1
    0%[10 µM], 4%, 0%, ?, -18%, 0%, -19%, 3%
COc1cccc(-n2c(SCC(=O)NCCc3ccccc3)nnc2-c2ccoc2C)c1
    -25%, -5%, -5%, -8%, 11%, 0%, -5%, 1%
COCCNc1oc(-c2ccc(OC)cc2)nc1C#N
    ., ., -17%, -11%, ., 2%, -17%, -9%
Cc1ccnc(N2CCC(C(=O)NNC(=O)COc3cccc4ccccc34)CC2)n1
    1%[10 µM], 3%, -1%, 0%, -10%, -4%, 0%, -1%
CCOc1ccc(N(CC)C(=O)COc2cc(=O)n(CC)c3ccccc23)cc1
    18%, ., -7%, -18%, -1%, 3%, -8%, 1%
COc1ccc(N2CCN(CCCNC(=O)c3nnc(Cc4ccc(F)cc4)o3)CC2)cc1
    ., ., -75%, ?, ., ?, -27%, 14%
CC/C(=N\NC(C)=O)c1ccc(OC(F)F)cc1
    -36%[inhibitor], 8%, -2%, 3%, i, -7%, 2%, 3%
Cc1onc(-c2ccccc2)c1C(=O)Nc1ccc(S(=O)(=O)Nc2nccs2)cc1
    4%[10 µM], ., -2%, ., -4%, -5%, -1%, 0%
COc1ccccc1-n1c(=O)[nH]c2c(C(N)=O)nc(-c3cccnc3)nc21
    -4%[10 µM], ., -3%, 2%, -13%, 0%, 0%, -2%
CC1CCN(S(=O)(=O)c2cc(C(=O)NCc3ccccc3)n(C)c2)CC1
    ., ., 4%, 3%, ., -5%, -6%, -2%
CCc1cccc(C)c1NC(=O)c1cnn(-c2ccc(OC)cc2)c1C1CCN(C(=O)OC(C)(C)C)CC1
    ., ., -1%, ?, ., 4%, -24%, -17%
CCN1CCN(c2cc(C)c3cc(NC(=O)c4ccc5c(c4)OCO5)ccc3n2)CC1
    -2%[10 µM], 0%, -5%, ?, -2%, 4%, ?, 12%
CCOCC(=O)Nc1cc([N+](=O)[O-])ccc1OC
    -1%, 6%, -2%, 3%, i, -1%, 0%, 1%
O=C(CSc1nc2c(cnn2-c2ccc(F)cc2)c(=O)[nH]1)N1CCOCC1
    -20%, 11%, 0%, -10%, 1%, 2%, -12%, -5%
COc1ccc(OC)c2c1sc(=NC(=O)C1COc3ccccc3O1)n2C (configuration not stated)
    10%[10 µM], ., 1%, ., 2%, 0%, -8%, -7%
COc1ccc(NC2=C(C(C)=O)C(c3ccccc3)C(C(C)=O)C(C)(O)C2)cc1 (configuration not stated)
    4%[10 µM], -9%, -2%, -4%, -7%, -3%, -5%, 8%
CC(=O)N(CCc1ccccc1C)Cc1cc2cc3c(cc2[nH]c1=O)OCO3
    -4%[10 µM], -8%, -3%, -4%, -1%, -6%, 0%, 2%
Cc1cc(=O)oc2ccc(OC(=O)CC(C)C)cc12
    0%, -2%, -2%, -5%, i, -5%, -5%, -3%
CC(=O)OC1CC[C@@]2(C)C(CC[C@@]3(C)C2CC=C2C4CC(C)(C)CC[C@]4(C)CC[C@@]23C)C1(C)C (some centres not stated)
    15%, ., -1%, -8%, i, 4%, -7%, -5%
Cc1cc(C)c(S(=O)(=O)N2CCCCCC2)cc1Br
    ?, 68%[activator], -4%, -19%, i, -7%, -17%, -14%
COc1ccccc1C(=O)Nc1ccc2nc(SCC(=O)N(C)c3ccccc3)sc2c1
    ., ., 7%, -5%, ., 4%, -16%, -15%
COc1cccc(CS(=O)(=O)c2nnnn2-c2ccc(F)cc2Br)c1
    -39%[inhibitor], ., -1%, -2%, -5%, -3%, 0%, 3%
O=C(CCl)Nc1cccc(Oc2ccccc2)c1
    -6%, 4%, -3%, -6%, -9%, -6%, -7%, 13%
CCOc1ccccc1C(=O)NCC(=O)OCC(=O)NCCc1ccc(S(N)(=O)=O)cc1
    -2%, -4%, -5%, -1%, -2%, -8%, -5%, -4%
COc1ccc(NC(=S)NCc2cccn2C)cc1
    -12%, -20%, -1%, ?, i, -6%, -29%, 15%
COC(=O)c1ccc(C(c2c(N)n(CC(C)C)c(=O)[nH]c2=O)N2CCN(c3ccccc3)CC2)cc1 (configuration not stated)
    -38%, -4%, 1%, ?, i, 3%, -4%, 5%
CCC(C)(C)OC
    -13%, ., -2%, ., -7%, 14%, ., .
CC(C)OC(=O)C1C(=O)CC(C)(O)C(C(=O)OC(C)C)C1c1cccnc1 (configuration not stated)
    14%[10 µM], 11%, 3%, -7%, 6%, 6%, -9%, 1%
COc1ccc2c(c1)c1c(c(=O)n(-c3ccccc3)c(=O)n1CC(=O)Nc1ccc(F)cc1)n2C
    ., ., 0%, 12%, ., 3%, 5%, ?
CC1(C)CC2CC(C)(CN2C(=O)c2cccs2)C1 (configuration not stated)
    -6%, ., 1%, -7%, 3%, -9%, 5%, 0%
CCN1C(=O)/C(=C/C2=Cc3ccccc3OC2C)SC1=S (configuration not stated)
    34%[10 µM], ., -3%, 13µM*, i, 0%, ?, 1%
CCCCn1nnnc1SCC(=O)NNC(=O)c1ccco1
    17%[10 µM], 9%, 0%, -12%, i, 1%, -14%, -15%
CCOC(=O)N1CCN(C(=O)c2sc3nc(-c4ccc(F)cc4)cn3c2C)CC1
    10%[10 µM], ., 1%, -4%, -2%, -2%, -12%, -5%
CCOC(=O)CSc1nnc(CCCCCN2C(=O)c3cccc4cccc(c34)C2=O)o1
    ., 4%, 0%, ?, i, 1%, -14%, 0%
Cc1cc(=O)[nH]c(SCC(=O)Nc2ccc3c(c2)OCCO3)n1
    31%[10 µM], 11%, 1%, -2%, i, -3%, 13%[2.34 µM], -3%[2.34 µM]
CCOC(=O)N/N=C(C)/C=C/c1ccccc1
    2%[10 µM], 7%, 0%, 4%, -19%, 0%, 6%, 8%
Cc1cc(C(=O)NNC2CC(=O)N(c3ccc4ccccc4c3)C2=O)c(C)o1 (configuration not stated)
    -4%, ., 1%, -14%, -1%, -3%, -15%, -4%
CCc1ccc(NC(=O)c2cc3c(COC(C)=O)cnc(C)c3oc2=O)cc1
    ., ., 0%, ?, ., -3%, -4%, 10%
Cc1cc2c(cc1S(=O)(=O)N1CCCCC1)OCC(=O)N2
    ., 4%, ?, ?, ., -8%, -18%, -4%
